TRHR agonist: activates the human TRH receptor; P34981; TRHR cells, calcium flux fluo-8, FDSS agonist mode; activation, % at 2 µM; 0.18% of 360,000 active; further: 0% is about no effect
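TRHR-expressing cells loaded with fluo-8 calcium dye; 23 nL library compound pin-transferred, kinetic FDSS fluorescence (Ex 480/Em 530) recorded about 180 s for agonist-induced calcium release, before a 10 nM TRH EC20 addition for potentiator mode.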
D1 ag: agonists of human D1 dopamine receptor | P21728 | HEK293 T-REx D1 cells, calcium flux, agonist mode | activation, % at 2 µM | 1% of 360,000 active; further: 0% is about no effect
Target sequence (P21728 whole entry, looked up): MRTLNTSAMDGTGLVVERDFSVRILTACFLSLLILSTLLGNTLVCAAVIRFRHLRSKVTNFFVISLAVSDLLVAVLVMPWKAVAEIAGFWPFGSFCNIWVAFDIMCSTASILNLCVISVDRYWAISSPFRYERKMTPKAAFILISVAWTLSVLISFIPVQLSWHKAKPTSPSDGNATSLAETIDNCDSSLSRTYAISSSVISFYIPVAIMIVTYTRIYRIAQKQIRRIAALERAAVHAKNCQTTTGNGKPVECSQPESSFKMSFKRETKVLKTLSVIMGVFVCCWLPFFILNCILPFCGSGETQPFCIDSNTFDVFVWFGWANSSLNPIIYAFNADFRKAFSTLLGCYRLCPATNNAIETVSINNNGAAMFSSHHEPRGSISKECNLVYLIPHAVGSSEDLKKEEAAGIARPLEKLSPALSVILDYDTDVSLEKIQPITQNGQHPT
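Tetracycline-induced HEK293 TREx D1 cells, force-coupled to calcium signalling, were dye-loaded with a no-wash calcium kit. Compound was pin-added after a 10 s baseline. Fluorescence was read kinetically at 1 cycle/s for 180 s, with calcium rises flagged as agonism.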
D1 PAM: human D1 dopamine receptor positive modulation | HEK293 TREx D1 cells, calcium flux, dopamine EC20 potentiation | potentiation, % at 10 µM | 0.036% of 360,000 active | AID 504651; in the data active means potentiation above about 30%; further: 0% is about no effect
D1 antag: human D1 dopamine receptor antagonism; P21728; activity change, negative = inhibition, % at 10 µM; 3.2% of 360,000 active; HEK293 TREx D1 cells, calcium flux, dopamine EC80; hits give low values; in the data active means activity change below about -30%; further: on the % scale 0 is the no-effect control and ±100 the full control effect
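After overnight tetracycline induction at 30 C, force-coupled D1 HEK293 cells took up a no-wash calcium dye at room temperature. Compounds were added and monitored 180 s, and the response to EC80 dopamine was then recorded.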
TRHR PAM: allosterically enhances the human TRH receptor; P34981; TRHR cells, fluo-8 calcium fluorescence, EC20 TRH enhancement; enhancement, % at 2 µM; 0.66% of 360,000 active; AID 493056; in the data active means enhancement above about 30%; further: 0% is about no effect
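TRHR-expressing cells loaded with fluo-8 calcium dye were read kinetically (ex 480/em 530) during compound addition, then stimulated with an EC20 of TRH (10 nM final). Enhancement of the Gq-mediated intracellular calcium response was scored.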
D2 antag: antagonists of human D2 dopamine receptor. inhibition, % at 10 µM. 2% of 340,000 active. HEK293 TREx D2 cells, calcium flux, dopamine EC80. AID 485344; in the data active means inhibition above about 30%; further: 0% is about no effect
Target sequence (P14416 whole entry, looked up): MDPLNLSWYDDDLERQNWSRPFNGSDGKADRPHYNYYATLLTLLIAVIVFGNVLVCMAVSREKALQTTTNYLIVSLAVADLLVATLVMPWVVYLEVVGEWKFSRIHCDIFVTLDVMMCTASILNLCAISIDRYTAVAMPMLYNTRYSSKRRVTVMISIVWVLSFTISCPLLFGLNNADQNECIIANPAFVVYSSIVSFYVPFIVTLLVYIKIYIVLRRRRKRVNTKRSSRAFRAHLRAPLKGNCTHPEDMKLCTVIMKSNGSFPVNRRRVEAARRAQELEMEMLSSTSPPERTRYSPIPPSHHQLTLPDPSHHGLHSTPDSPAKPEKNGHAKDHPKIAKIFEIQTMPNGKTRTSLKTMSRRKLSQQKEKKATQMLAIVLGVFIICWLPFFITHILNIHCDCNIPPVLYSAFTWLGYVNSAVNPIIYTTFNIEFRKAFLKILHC
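HEK293 T-REx D2 cells, tet-induced, calcium dye no-wash. Cpd pintool add, 180 s kinetic, then EC80 DA, 180 s kinetic. Ca flux read.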
RXFP1 antagonist: blocks the human relaxin receptor RXFP1. AID 1259400. Q9HBX9. 0.59% of 350,000 active. HEK293-RXFP1, relaxin-stimulated cAMP HTRF, 30 min; hits give low values. activity change, negative = inhibition, % at 57.5 µM;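 active means activity change of -60% or lower, but not beyond a set lower limit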; further: on the % scale 0 is the no-effect control and ±100 the full control effect
D2 PAM: D2 dopamine receptor (human) potentiation. 0.34% of 340,000 active. potentiation, % at 10 µM. HEK293 T-REx D2, calcium flux, EC20 dopamine potentiation;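 active means potentiation over 3 SD above the plate norm, cut at about 30% in these data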; further: 0% is about no effect
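Potentiation of an EC20 dopamine calcium response is measured in a force-coupled, tetracycline-inducible Hek293 Trex D2 line. Compound-only kinetic reads over 180 s flag agonists before dopamine addition.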
D2 agonist: D2 dopamine receptor (human) agonism | activation, % at 2 µM | P14416 | AID 485358 | HEK293 T-REx D2 cells, calcium flux agonist mode | 0.53% of 340,000 active;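 active means activation over 3 SD above normal in the single-dose calcium agonist read, cut at about 30% in these data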; further: 0% is about no effect
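In this primary screen, compounds producing a positive calcium signal within 180 s of addition to tetracycline-induced, force-coupled HEK293 Trex D2 cells are flagged; cells are dye-loaded with a no-wash calcium kit beforehand.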
* marks the source's active call; other numbers are inactive results; / = not tested or not shown. Unless noted, no stated cut-off is given here; in the data, active means activation above about 30%; inactive means the rest. An excerpt, so the mix of outcomes need not match the whole.

SMILES | TRHR agonist | D1 ag | D1 PAM | D1 antag | TRHR PAM | D2 antag | RXFP1 antagonist | D2 PAM | D2 agonist
CN1OC[C@@H]2COc3ccc4ccccc4c3[C@@H]21 | 0.1 | -0.6 | -3.4 | 5.7 | 3.1 | -8.7 | 1.1 | 1.9 | 1.1
COc1ccc(CN2C(=O)NC(=O)/C(=C/c3cc(OC)c(OC)c(OC)c3)C2=O)cc1 | 2.3 | 4.9 | 2.3 | -13.3 | 3.3 | -6.2 | -4.2 | 5.7 | 0.7
Cc1nc2ccccc2c(=O)n1-c1ccncc1 | 0.6 | 1.7 | 9.1 | -7.5 | -2.9 | -14.1 | 11.2 | -5.1 | 0.4
CC(=Nc1ccc2c(c1)CCC2)c1c(O)n(C2CCCCC2)c(=O)[nH]c1=O | 0.4 | 1.8 | -4.2 | -29.3 | 2.5 | 0.1 | -3.4 | -1.8 | -0.4
COc1cc(-n2c(=S)[nH]c3ccc(C)cc3c2=O)c(Cl)cc1Cl | -0.6 | 3.9 | 7.0 | -2.0 | -1.9 | 3.0 | -14.4 | -4.6 | 0.0
Cc1c(Br)c(=O)oc2cc(OCC(=O)N3C[C@H]4C[C@@H](C3)c3cccc(=O)n3C4)ccc12 | -0.3 | 1.8 | -2.7 | -6.7 | -2.0 | -4.0 | / | 0.0 | 0.3
COC(=O)C1=C(c2ccccc2OCc2ccccc2)C[C@@H]2CC[C@H]1N2C(=O)NCc1cccc(F)c1 | 0.5 | 2.3 | 3.7 | / | -11.7 | -12.3 | / | 0.9 | 0.4
CCNc1cc(N2CCNCC2)ccc1[N+](=O)[O-] | 0.1 | 7.1 | -0.6 | -17.4 | 20.4 | 35.3* | / | -7.7 | -0.1
CC(C)(C)NS(=O)(=O)c1ccc(OCC(=O)N2CCN(Cc3ccccc3)CC2)cc1 | 0.7 | 8.7 | -6.5 | -14.6 | 7.2 | 4.8 | -4.6 | -5.5 | 1.1
O=P(O)(O)Cc1c(Cl)cccc1Cl | 0.2 | 5.8 | 0.8 | -4.0 | -1.5 | -9.5 | 1.5 | 4.9 | -4.3
COCCCN1Cc2ccccc2C1=N | 0.3 | 3.8 | -4.7 | 19.1 | -5.5 | -18.2 | -2.6 | 1.1 | -2.0
Cc1nccn1Cc1ccc(Cl)nc1 | 1.2 | 2.9 | 1.6 | 8.3 | 3.2 | -9.4 | -12.8 | 13.3 | 1.9
CC1(C)C2([N+](=O)[O-])CN3CN(C2)CC1([N+](=O)[O-])C3 | 0.6 | 3.6 | 12.4 | 1.2 | -0.6 | -13.2 | 12.2 | 10.8 | -1.3
CCOC(=O)c1ccc(NC(=O)c2c(O)[nH]c(=O)[nH]c2=O)cc1 | 72.8* | 240.8* | -5.0 | -7.7 | 12.7 | -1.8 | -5.0 | 0.3 | 53.5*
Cc1nccc2c1[nH]c1ccc(Br)cc12 | 0.0 | 0.5 | -1.9 | 20.5 | -10.2 | 7.4 | / | 5.3 | 0.4
O=[N+]([O-])c1ccc(N2CCCCC2)c2ncccc12 | -0.6 | 2.9 | 2.0 | 6.2 | -11.4 | -25.9 | -20.2 | 15.7 | -0.2
CC(NC1=NCCS1)c1ccccc1 (configuration not stated) | 0.2 | 4.3 | 7.8 | -1.6 | 0.6 | -19.4 | -2.1 | 2.8 | 2.3
CC(=O)Nc1ccccc1C(=O)OCC(=O)c1ccccc1Cl | -0.5 | 7.8 | -3.9 | -24.1 | -4.2 | 3.8 | -4.5 | -3.2 | -0.9
Cc1ccc(CCN2CC(C(=O)N3CCC4(CC3)OCCO4)CC2=O)cc1 (configuration not stated) | 0.0 | 1.6 | 3.8 | -0.1 | 0.7 | -2.3 | -2.0 | 8.3 | 0.7
CCOc1cc2c(cc1OCC)-n1cccc1C(c1cccc(OCC)c1O)NC2 (configuration not stated) | 0.5 | 3.0 | 8.6 | 17.1 | -1.8 | -4.1 | -7.0 | -7.6 | 0.2

Just D1 PAM, for 4 of the compounds above:
| structure | D1 PAM |
| --- | --- |
| Cc1nccc2c1[nH]c1ccc(Br)cc12 | -1.9 |
| O=[N+]([O-])c1ccc(N2CCCCC2)c2ncccc12 | 2.0 |
| CC(NC1=NCCS1)c1ccccc1 (configuration not stated) | 7.8 |
| CC(=O)Nc1ccccc1C(=O)OCC(=O)c1ccccc1Cl | -3.9 |

Following part
SMILES | TRHR agonist | D1 ag | D1 PAM | D1 antag | TRHR PAM | D2 antag | RXFP1 antagonist | D2 PAM | D2 agonist
Clc1ccc2c(c1)C(c1ccccc1Cl)=NCc1nnc(Br)n1-2 | -0.6 | 1.0 | 19.4 | -7.0 | -19.3 | 25.6 | 1.8 | -10.8 | -1.2
O=C1CN(C(=O)COC(=O)Cc2ccccc2)c2ccccc2N1 | -0.2 | 1.9 | 1.1 | 7.7 | 4.4 | 9.2 | 1.2 | -5.1 | 2.4
COC(=O)C1=C(c2ccc3ccccc3c2)C[C@@H]2CC[C@H]1N2C(=O)NCc1ccc(F)cc1 | 1.1 | 6.3 | 3.5 | 54.9 | 2.3 | -10.4 | / | 10.1 | 0.3
CCCCCCOc1ccc(CN2CCN(C)CC2)cc1 | 2.4 | 30.8* | -9.6 | -17.8 | 2.0 | 4.7 | 3.0 | / | 0.7
CN(C)C(=O)Oc1cccc(NC(=O)N2CCOCC2)c1 | 0.9 | -0.5 | -3.7 | 5.8 | 1.4 | 1.4 | 3.9 | 2.0 | -0.7
Cc1nc2ccc(N3CCN(C)CC3)cc2nc1C | 0.2 | 0.0 | -4.1 | 0.6 | 1.6 | 1.0 | -1.4 | 0.3 | 1.7
CCOC(=O)C1(CCc2ccccc2)CCN(Cc2ccc(NC(C)=O)cc2)CC1 | -0.1 | 4.2 | -5.8 | 15.6 | -0.4 | 15.8 | 8.9 | -11.2 | -0.4
C=CCc1cc(C=C2C(=O)N(C)C(=O)N(C)C2=O)cc(OCC)c1OCc1ccccc1 | 0.4 | 4.2 | -0.1 | 18.0 | -0.6 | 1.6 | -77.0* | 3.6 | -6.5
COC(=O)C1=C(c2ccc(F)cc2F)C[C@@H]2CC[C@H]1N2C(=O)NCCOc1ccccc1 | -0.2 | -1.3 | -11.7 | -19.8 | 5.7 | -15.7 | / | 10.9 | -0.5
CC(=C1C(=O)c2ccccc2C1=O)N1CCN(CCN=Cc2c(O)n(C)c(=O)n(C)c2=O)CC1 | -1.9 | 5.2 | -1.2 | 6.8 | -6.9 | -0.1 | 4.5 | / | 1.3
COC(=O)C1=C(c2ccc(C(C)=O)cc2)C[C@@H]2CC[C@H]1N2C(=O)NCCO | 0.1 | -1.6 | -2.6 | / | 23.3 | -9.8 | / | -0.5 | 0.1
COc1cccc(C(=O)C2CCCN(Cc3ccc4nonc4c3)C2)c1 (configuration not stated) | 0.3 | 1.9 | -0.3 | -9.0 | 19.5 | 5.0 | -13.7 | 1.8 | -0.1
CC1CCC(NC(=O)CNC(=S)N2CC3CC(C2)c2cccc(=O)n2C3)CC1 (configuration not stated) | -0.1 | 1.8 | -8.7 | -6.7 | 18.9 | 6.7 | 8.8 | 25.3 | 1.3
C/C=C1/CC(C)C(C)(O)C(=O)OCC2CCN3CCC(OC1=O)C23 (configuration not stated) | 0.4 | 4.6 | 1.6 | 5.3 | 8.0 | 12.5 | 4.8 | 20.0 | -0.3
O=C(OCCN1CCOCC1)C1(c2ccccc2)CCCC1 | -0.3 | 3.7 | 3.2 | 6.0 | -3.3 | -3.7 | 1.2 | -8.4 | 0.2
CCCCCc1nc2ccccc2c(=O)n1-c1ccccc1[N+](=O)[O-] | -0.2 | 1.3 | -0.5 | 6.9 | -6.7 | -5.6 | -9.7 | 1.5 | -0.5
CC(C)(C)c1nc(N2CCN(C(=O)c3ccco3)CC2)c2nnn(Cc3ccccc3Cl)c2n1 | 0.7 | 8.5 | -8.7 | 9.1 | -2.7 | 8.3 | -10.7 | 17.0 | 0.4
COc1ccccc1N1C(=O)NC(=O)/C(=C/c2ccc3c(c2)Cc2ccccc2-3)C1=O | -0.7 | 1.1 | 1.2 | -1.7 | 2.3 | -10.3 | -9.8 | -2.7 | -0.3
CN(C)c1ccc(/C=C/C=C2/C(=O)NC(=O)N(c3ccccc3)C2=O)cc1 | 12.7 | 24.1 | -1.9 | 1.3 | 0.5 | -3.3 | 9.0 | -5.2 | 8.6
O=C1NC(=O)C2(Cc3ccccc3N3CCCC32)C(=O)N1Cc1ccccc1 (configuration not stated) | 0.2 | 4.0 | -3.7 | -13.0 | 5.1 | 13.0 | -6.7 | -4.0 | -1.2
CCCn1c(C(=O)c2ccccc2)nc2ccccc21 | 0.4 | 5.5 | -7.5 | 7.4 | 9.5 | 0.6 | / | -0.2 | -0.3
Cn1c2ccccc2c2cnn(CC(=O)N3CCC4(CC3)OCCO4)c(=O)c21 | 0.1 | -0.1 | -1.1 | -31.5* | -4.7 | -4.5 | / | 2.1 | 0.2
N#CCCn1cc(C(=O)Nc2ccccc2Br)c(-c2ccc3c(c2)OCCO3)n1 | -0.5 | 0.7 | -1.6 | 5.8 | 6.3 | / | -14.8 | / | /
CCOC(=O)c1ccc(-[n+]2c(-c3ccccc3)cc(-c3ccccc3)cc2-c2ccccc2)cc1 | 0.5 | -0.4 | -3.1 | 7.2 | 13.4 | 3.7 | / | 0.2 | 11.4
COC(=O)COc1ccc(/C=C2\C(=O)NC(=S)N(c3ccc(C)cc3)C2=O)cc1OC | 0.1 | 0.9 | -6.1 | -0.3 | -2.7 | -7.9 | -1.0 | -0.1 | 0.7
CCCNC(=O)N1[C@H]2CC[C@@H]1C(C(=O)OC)=C(c1ccc3ccccc3c1)C2 | -0.2 | 2.9 | 0.0 | 34.3 | -3.5 | 8.8 | / | 9.9 | 0.1
COC(=O)[C@]12OC[C@]34C([C@@H](O)[C@@H]1O)[C@]1(C)CC(=O)C(O)=C(C)[C@@H]1C[C@H]3OC(=O)[C@H](O)[C@@H]24 (some centres not stated) | 0.5 | 3.2 | -0.9 | -4.2 | 3.1 | -0.6 | / | 0.2 | 0.0
COc1cccc(N(C(C)=O)C2=NCCCS2)c1 | -0.3 | 2.2 | -4.2 | -18.4 | 1.8 | -1.9 | 1.2 | 0.8 | -0.6
O=C(c1ccc(F)cc1Cl)N1CCC2(CC1)OCCO2 | 0.3 | 1.5 | -1.2 | 8.4 | 0.1 | 8.3 | 1.8 | 0.4 | -0.8
CCc1ccc(N2C(=O)NC(=O)/C(=C/c3ccsc3)C2=O)cc1 | -0.1 | -2.4 | -3.4 | 15.0 | 3.3 | -9.3 | / | -4.7 | 0.0
Clc1ccc(C2N3CCCN23)c(Cl)c1 (configuration not stated) | 0.4 | 0.5 | -5.2 | 2.7 | -0.3 | -0.5 | -1.5 | -10.5 | 0.6
CN1CCN(C(=O)COc2ccc(S(=O)(=O)NC3CCCCC3)cc2Cl)CC1 | 0.8 | 4.5 | -5.7 | 2.0 | 0.3 | / | 7.5 | / | /

Bioassay records: PubChem BioAssay, National Center for Advancing Translational Sciences (NCATS)
